Bioassay records as filed in PubChem.
KB-3-1 cytotox: qHTS assay for MDR1-selective chemotherapeutics: Primary screen using the parental adenocarcinoma cell KB-3-1; KB-3-1 viability, CellTiter-Glo ATP luminescence, 72 h; Potency, µM (titrated, usually from 46.1 µM), without a hit: at the highest dose activity change, negative = cytotoxic, actives largely listed as cytotoxic; 400,000 compounds, 1.4% hits; further: potency means the concentration at half of the fitted maximal effect; on the % scale 0 is the no-effect control and ±100 the full control effect; nearly all actives have a fitted effect of over 60% in size
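Cells are dispensed, compounds pinned in, plates held at 37 °C for 72 h, then CellTiter-Glo is added and luminescence read after 10 minutes. Cell line: parental KB-3-1 in phenol-red-free DMEM, 10% FBS.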
MCF10A rerep: A quantitative high throughput screen for small molecules that induce DNA re-replication in MCF 10a normal breast cells. MCF 10A DNA re-replication, Hoechst nuclear intensity, 48 h. Potency, µM (highest dose often 46.1 µM), inactives show top-dose activity, positive = re-replication, hits mostly activators. 350,000 compounds, 2.9% hits. AID 624296, 2012; further: potency means the concentration at half of the fitted maximal effect; % of control where 0% means no effect; nearly all actives have a fitted effect of over 50% in size
HT1080NT lethal: qHTS for induction of synthetic lethality in tumor cells producing 2HG: qHTS for the HT-1080-NT fibrosarcoma cell line. HT-1080-NT fibrosarcoma viability, CellTiter-Glo ATP luminescence, 48 h. Potency, µM (top dose mostly 46.1 µM), inactives show at the highest dose activity, negative = less viability, most hits filed as cytotoxic. 360,000 compounds, 1.6% hits. AID 686970, 2013;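 further: NT is the 2HG producing partner of a matched IDH1 knockdown line; potency means the concentration at half of the fitted maximal effect; 0% = DMSO-treated cells and -100% = media-only wells without cells; nearly all actives have a fitted effect of over 55% in size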
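Fibrosarcoma NT cells, 750 per well in 5% FBS RPMI, were exposed to compound for 48 hours. Viability: CellTiter-Glo luminescence.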
ATXN viability: Viability Counterscreen for Primary qHTS for Inhibitors of ATXN expression | Potency, µM (titrated, usually from 56.7 µM), most hits filed as cytotoxic | 400,000 compounds, 0.49% hits | S2 cells (HEK-293 line with an ATXN2-luciferase reporter) viability, CellTiter-Fluor protease fluorescence, 24 h; further: potency means the concentration at half of the fitted maximal effect; nearly all actives have a fitted effect of over 40% in size
HT1080 IDH1KD tx: qHTS for induction of synthetic lethality in tumor cells producing 2HG: qHTS for the HT-1080-IDH1KD cell line; HT-1080 IDH1 knockdown viability, ATP luminescence, 48 h; Potency, µM (titrated, usually from 46.1 µM), for inactives: at the top dose activity, negative = toxicity, most hits filed as cytotoxic; 360,000 compounds, 2% hits;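 further: potency means the concentration at half of the fitted maximal effect; 0% = DMSO wells and -100% = cell-free medium wells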
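Cytotoxicity counter-line: IDH1KD HT-1080, 48 h, CellTiter-Glo. Curves classed by r2, magnitude and activity.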
KB-V1 MDR tox: qHTS assay for MDR1-selective chemotherapeutics: Primary screen using the drug-selected MDR subline cells KB-V1. 400,000 compounds, 3.4% hits. KB-V1 MDR cells viability, CellTiter-Glo, 72 h. Potency, µM (doses to about 46.1 µM), inactives show at the highest dose activity change, negative = cytotoxicity, actives largely listed as cytotoxic. AID 1347076, 2019; further: potency means the concentration at half of the fitted maximal effect; on the % scale 0 is the no-effect control and ±100 the full control effect; nearly all actives have a fitted effect of over 60% in size
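Compound-treated KB-V1 multidrug-resistant cells, 72 h, 37 degrees C; viability by CellTiter-Glo. Fitted qHTS curves give the values.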
SW480 rereplic: A quantitative high throughput screen for small molecules that induce DNA re-replication in SW480 colon adenocarcinoma cells. SW480 DNA re-replication, Hoechst DNA content imaging, 48 h. 340,000 compounds, 1.8% hits. Potency, µM (top dose mostly 46.1 µM), for the others: at the highest dose re-replication activation, actives largely listed as activators; further: potency means the concentration at half of the fitted maximal effect; % of control where 0% means no effect; nearly all actives have a fitted effect of over 55% in size
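Image-based DNA-content assay: after two days of treatment, nuclei were labelled with the DNA dye Hoechst and imaged, and hits were compounds raising the count of nuclei showing high fluorescence intensity.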
IL-1B inflam inh: qHTS for Inhibitors of Inflammasome Signaling: IL-1-beta AlphaLISA Primary Screen; 360,000 compounds, 4.7% hits; AID 743279, 2014; THP-1 LPS/ATP IL-1B secretion, AlphaLISA, 16 h; hits give low values; activity change, % at 57.5 µM; in the data active means activity change below about -50%; inconclusive means mostly about -30% to -49%; further: on the % scale 0 is the no-effect control and ±100 the full control effect
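Secreted IL-1B measured by AlphaLISA bead assay after 16 h compound exposure of THP-1 cells; compounds (final up to 57.5 uM) added 1 h before LPS (250 ng/mL) and ATP (1.25 mM) stimulation; lower signal means less secretion.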
ATXN2 expr inh: Primary qHTS for Inhibitors of ATXN expression | AID 1745845, 2022 | Potency, µM (series often up to 57 µM), for the others: at the highest dose activity change, negative = inhibition, hits mostly inhibitors | 360,000 compounds, 0.72% hits | HEK-293 ATXN2-luciferase reporter, luminescence, 24 h; further: potency means the concentration at half of the fitted maximal effect; on the % scale 0 is the no-effect control and ±100 the full control effect; nearly all actives have a fitted effect of over 55% in size
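qHTS (up to 57 uM final) was run with 24 h compound exposure of reporter cells at 37 °C. Each well was multiplexed: SteadyGlo luminescence measured ATXN2-luciferase expression after a fluorogenic Gly-Phe-AFC viability readout (25 uM final).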
An asterisk follows results filed as active; i = inactive; ? = inconclusive; . = no result given; & = joins results of further samples; [ ] = remark or other dose. Unless noted, the call rests on the fitted dose curve; in most records, active means well fitted curve in the direction sought with a large enough effect; inconclusive means small, poorly fitted or top-dose-only effect, or another doubt; inactive means no such curve, though single readings can be large; an effect the other way counts as inactive or inconclusive.

SMILES	KB-3-1 cytotox	MCF10A rerep	HT1080NT lethal	ATXN viability	HT1080 IDH1KD tx	KB-V1 MDR tox	SW480 rereplic	IL-1B inflam inh	ATXN2 expr inh
Nc1ccccc1-c1nc2ccccc2s1	-4.8%	16.4µM*	-17.2%	i	-14.4%	19.5%	?	41.7	91.6%[activator]
O=C(Nc1nnc(COc2ccc(Cl)cc2)s1)C1CCCO1 (configuration not stated)	-11.6%	-5.4%	-9.4%	i	-7.8%	?	-4.0%	-14.8	1.9%
O=C(O)c1cccc(NC(=S)NC(=O)c2cncc(Br)c2)c1	-5.7%	10.2%	-5.0%	i	-2.8%	7.7%	6.9%	12.9	.
CS(=O)(=O)c1ccc(-c2cccc(NC(=O)c3ccco3)c2)nn1	-4.7%	2.1%	3.4%	i	8.1%	-0.7%	2.1%	-7.8	3.5%
CCOC(=O)C(C#N)c1ccccn1 (configuration not stated)	-17.5%	0.0%	20.1%	i	-1.1%	-3.0%	-1.3%	20.5	18.6%
Cc1ncc([N+](=O)[O-])n1Cc1ccc(Br)cc1	-6.2%	1.4%	-0.8%	i	1.7%	1.6%	1.8%	19.3	.
OC(COc1ccc2ccccc2c1)CN1CCOCC1 (configuration not stated)	-1.8%&6.1%	2.8%&11.9%	-0.8%&-4.2%	i	19.8%&-0.4%	-41.1%&-4.6%	-4.1%&-1.7%	-9.9&10.3	0.0%&32.5%
Cc1ccc(-n2c(=O)c3c(cnn3C)n(CC(=O)Nc3cccc(Cl)c3)c2=O)cc1	3.7%	.	.	i	.	-0.5%	.	.	-13.2%
O=C(NC1CCCC1)c1c(O)nc2sccn2c1=O	-9.4%	-1.8%	-2.7%	?	-16.4%	0.0%	-1.3%	-2.6	-0.5%
CCCOC1CCCN(C(=O)c2ccc(OC3CCN(C(=O)CCOC)CC3)cc2)C1 (configuration not stated)	-3.2%	-1.4%	3.2%	i	3.1%	-12.6%	-3.0%	5.6	28.4%
CCOc1ccc(Br)cc1C(=O)N/N=C/c1cccnc1	0.7%	-8.8%	17.5%	i	0.0%	-13.3%	-7.5%	16.3	.
C/C(C=O)=C/c1ccccc1	0.0%	-5.4%	-1.3%	i	14.7%	4.7%	8.7%	5.1	-8.5%

Part of the list above, reduced to MCF10A rerep and KB-V1 MDR tox:
compound	MCF10A rerep	KB-V1 MDR tox
O=C(Nc1nnc(COc2ccc(Cl)cc2)s1)C1CCCO1 (configuration not stated)	-5.4%	?
CCOc1ccc(Br)cc1C(=O)N/N=C/c1cccnc1	-8.8%	-13.3%
CS(=O)(=O)c1ccc(-c2cccc(NC(=O)c3ccco3)c2)nn1	2.1%	-0.7%
O=C(NC1CCCC1)c1c(O)nc2sccn2c1=O	-1.8%	0.0%

Continued:
SMILES	KB-3-1 cytotox	MCF10A rerep	HT1080NT lethal	ATXN viability	HT1080 IDH1KD tx	KB-V1 MDR tox	SW480 rereplic	IL-1B inflam inh	ATXN2 expr inh
Cc1ccc(NC(=O)C(C)n2nnc3sc4c(c3c2=O)CCCC4)cc1Cl (configuration not stated)	9.7%	.	.	?	.	17.2%	.	.	-0.9%
COC(=O)c1ccc(NC(=O)NCCCl)cc1	-7.0%	-9.2%	-6.0%	i	-4.7%	-30.9%	0.1%	25.9	1.0%
COc1ccc(NC(=O)C2CCCN(CCCc3ccccc3)C2)cc1OCC(C)C (configuration not stated)	-28.0%	4.4%	?	?	-10.9%	?	1.8%	-85.1*	.
CCOC(=O)C1(C)CCN1C(=O)c1csnn1 (configuration not stated)	0.0%	.	18.6%	i	14.2%	3.7%	.	21.8	4.5%
CC1(C)OC2OC(COC(=O)c3ccc([N+](=O)[O-])cc3)C3OC(C)(C)OC3C2O1 (configuration not stated)	4.3%	0.0%	4.6%	i	10.3%	-1.5%	-4.7%	11.7	2.8%
CS(=O)(=O)c1nc(S(=O)(=O)c2ccc(Cl)cc2)c(N2CCCCC2)s1	-1.8%	4.4%	14.3%	i	-2.2%	-2.3%	?	-62.7*	-18.2%
CCOC(=O)Cc1nnc2c(Nc3ccc(Cl)cc3)nc3nonc3n12	?	13µM*	?	?	9.2µM*	?	10.2%	25.1	12.5%
CC1(c2ccc3ccccc3c2)NC(=O)N(CC(=O)N2CCN(S(=O)(=O)c3ccccc3F)CC2)C1=O (configuration not stated)	.	11.5%	-28.4%	i	?	.	10.9%	-2.5	-12.7%
CC1c2ccccc2N(S(=O)(=O)c2ccccc2)C1C (configuration not stated)	-10.5%	?	?	i	?	-19.1%	?	31.8	-19.2%
Cc1ccc(C)c(N2CCN(c3ccc(NC(=O)c4cccs4)cc3C(=O)O)CC2)c1	1.8%	.	.	i	.	0.0%	.	.	-0.3%
Cc1ccc(S(=O)(=O)/N=C2\C=C(NS(=O)(=O)c3ccccc3)C(=O)c3ccccc32)c(C)c1	-34.9%	?	-13.7%	i	-6.8%	-7.3%	-7.9%	15.6	-4.0%
COc1ccccc1C(CNC(=O)c1ccc(-c2ccccc2Cl)o1)N1CCCC1 (configuration not stated)	?	?	?	i	20.6µM*	?	22.5%	-56.5*	?
COc1ccc(Nc2oc(COc3ccc(Cl)cc3)nc2C#N)cc1	-4.8%	?	?	?	?	-2.9%	1.6%	?	14.1µM*
COc1cccc(-c2c(C(=O)N/N=C(\C)c3cccnc3)nnn2-c2nonc2N)c1	14.7%	0.4%	6.9%	i	8.9%	20.1%	-11.4%	15.0	0.0%
O=C(CSc1nc2ccc([N+](=O)[O-])cc2s1)c1ccc2ccccc2c1	1.8%	1.2%	-1.0%	i	-5.5%	-24.0%	-5.5%	13.1	.
CC(=O)Cc1ccccc1OCC(=O)O	-5.7%	3.9%	-0.1%	i	-2.0%	-3.0%	2.6%	1.5	-10.5%
Cc1ccc(OCc2nnc(SCC(=O)Nc3cccc4ccccc34)n2-c2ccccc2)cc1	-22.8%	18.4µM*	-21.9%	i	-18.8%	?	9.5%	-25.5	-26.8%
COc1ccc(CNC(=O)C2CCN(S(=O)(=O)c3cccc4nonc34)CC2)cc1	-2.7%	-21.8%	8.7%	i	5.8%	-10.9%	-15.0%	8.5	-9.3%
Cc1ccccc1Cn1ccc(NC(=O)c2cnn3cccnc23)n1	-5.2%	?	-14.6%	i	-0.5%	?	1.1%	-12.9	15.4%
CC(=O)c1ccc(NC(=O)CCCN2C(=O)C(c3ccccc3)Oc3cccnc32)cc1 (configuration not stated)	-3.6%	3.2%	-0.1%	i	-9.0%	0.0%	-11.1%	-28.5	-1.8%
CC(=Nc1ccccc1)C1=C(O)CC(C)(C)CC1=O	11.5%	-11.1%	3.8%	i	26.7%	-2.8%	-8.7%	28.3	-1.5%[11.3 µM]
CC(C)(C)NC(=O)C(=O)N/N=C/c1ccc(F)cc1	11.9%	0.4%	10.8%	i	18.3%	0.5%	-2.9%	-11.3	-10.4%[11.3 µM]
Nc1cc(N)nc(SCC(=O)NC2CCCCCCC2)n1	-4.7%	0.5%	1.9%	?	-0.8%	25.0%	-2.1%	1.0	12.1%
CCCc1cc(C(=O)Nc2ccc(C(=O)c3ccc(F)cc3)cc2)n(C)n1	-6.9%	?	-8.9%	?	-14.5%	-20.4%	-7.7%	?	?
COC(=O)C1=NNC2C(=O)N(C3CCCCC3)C(=O)C12 (configuration not stated)	-11.0%	-3.1%	0.5%	i	0.1%	-4.3%	0.4%	3.8	4.0%
CCOc1ccc(Cl)cc1-c1cc(C(=O)NC(C)C)[nH]n1	0.0%	.	5.2%	i	-6.4%	1.3%	.	18.6	4.7%
Cc1ccc(-c2c(C)n3c4c(=O)n(C)c(=O)n(C)c4nc3n2-c2cccc(O)c2)cc1	?	.	.	i	.	18.4µM*	.	.	-8.7%
COc1cc(C2NC(=O)N(C)C3=C2C(=O)CCC3)cc(OC)c1OC (configuration not stated)	0.9%	-2.1%	-3.6%	i	-2.5%	-0.7%	5.4%	35.3	1.5%
COc1ccc(OCC(O)CON2C(=O)c3ccccc3C2=O)cc1 (configuration not stated)	10.8%	4.0%	0.4%	i	-5.0%	1.8%	-4.1%	8.3	-10.9%
CCOC(=O)c1c(NC(=O)CSc2nnc(-c3ccc(OC)cc3)o2)sc2c1CCC2	-5.3%	2.8%	2.9%	i	0.1%	?	-5.0%	5.0	3.5%
CN(C)c1nc(N/N=C/c2ccccc2O)nc(Nc2ccc(F)cc2)n1	?	10.3µM*	?	i	13µM*	?	5.8µM*	86.7	?
COc1ccccc1N=C1NC(=O)/C(=C/c2ccc(N(C)C)cc2)S1	10.3µM*	9.2µM*	7.31µM*	i	3.26µM*	7.31µM*	4.11µM*	4.4	.
CCN(CC)c1ccc(NC(=O)c2cc3c(OC)cccc3[nH]2)cc1	-3.9%	10.3%	3.6%	i	-4.3%	?	12.8%	.	2.2%
COC(CNC(=O)c1coc2nc3ccccc3nc12)OC	-4.2%	?	-0.1%	i	-5.9%	-1.0%	2.5%	0.8	.
O=C(CCNc1ccc(Cc2ccncc2)cc1)c1cccc([N+](=O)[O-])c1	15.0%	?	-6.3%	i	?	-4.6%	-0.6%	-108.6*	-29.7%
COc1ccccc1N=c1oc2c(OC)cccc2cc1C(=O)NCc1ccco1	-26.8%	5.1%	-12.2%	?	-1.5%	?	-13.6%	17.9	-25.0%
